GAA glycogen: inhibitors or activators of human alpha-glucosidase glycogen cleavage. 300,000 tested, 0.38% active. recombinant GAA, glycogen substrate, Amplex Red glucose oxidase fluorescence. Potency, µM (doses to about 76.4 µM), for inactives: at the highest dose activity change, negative = inhibition, most hits filed as inhibitors. P10253;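 also: 0% = full enzyme reaction and -100% = no-enzyme basal signal; the screen sought inhibitors and activators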
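qHTS, 1536-well; enzyme 4 nM final; cpd up to 77 uM; substrate bovine liver glycogen 30 ug; 50 mM citrate/phosphate pH 5.0, 0.01% Tween-20; 37 C, 40 min; Amplex Red detection 45 min RT; Hill fit → AC50.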
Tau FP inhib: inhibitors of human tau fibril formation; P10636; K18 P301L tau heparin fibrillization, Alexa594 FP, 6 h; Potency, µM (highest dose often 57.7 µM), without a hit: top-dose activity, negative = inhibition, usual class: inhibitors; 280,000 tested, 0.39% active; AID 1468; also: % is scaled to controls: 0 for no effect and ±100 for the full control effect; nearly all actives have a fitted effect of over 55% in size
Target sequence (P10636 561-689 P618L limits assumed): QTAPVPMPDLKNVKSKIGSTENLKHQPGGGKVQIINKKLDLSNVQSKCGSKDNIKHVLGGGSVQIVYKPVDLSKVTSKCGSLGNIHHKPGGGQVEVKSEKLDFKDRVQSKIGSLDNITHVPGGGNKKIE
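Quantitative HTS format: compounds meet 15 uM recombinant K18 P301L tau and Alexa 594-tau tracer in 100 mM sodium acetate pH 7; 20 uM heparin triggers fibrillization at 37 C over 6 hr; FP gives the signal.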
Tau fluor counter: counter-screen for tau fibril formation inhibitors; tau K18 P301L Alexa594 fluorescence, heparin fibrillization; Potency, µM (top dose mostly 57.7 µM), without a hit: at the top dose activity change, negative = decrease; 280,000 tested, 0.93% active; also: % is scaled to controls: 0 for no effect and ±100 for the full control effect; nearly all actives have a fitted effect of over 55% in size
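Human tau K18 P301L (15 uM unlabeled, 0.24 uM Alexa 594-labeled) in 100 mM sodium acetate pH 7 with 20 uM heparin, 6 hr at 37 C. ThT 30 uM added, 1 hr ambient; Alexa 594 FP and total fluorescence read at 555/632 nm.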
GAA inhib: alpha-glucosidase (human) inhibition; purified human GAA, 4-MU-alpha-glucoside fluorescence; P10253; 200,000 tested, 0.005% active; Potency, µM (top dose mostly 76.9 µM), for the others: at the highest dose activity change, negative = inhibition, usual class: inhibitors;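 also: plate controls were uninhibited enzyme wells for no effect and no-enzyme background for full effect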
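AC50 values come from Hill fits of compound titrations (up to 77 uM) against 4 nM human enzyme. Substrate 4-methylumbelliferyl-alpha-D-pyranoside at 400 uM, pH 5.0 citrate buffer, 20 min room temperature; fluorescence Ex 365/Em 440 after alkaline stop.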
Tau fibril ThT: blocks human tau fibril formation measured by thioflavin T; AID 1460; P10636; 270,000 tested, 2.1% active; recombinant tau K18 P301L (four-repeat tau fragment), heparin-induced fibrillization, ThT fluorescence; Potency, µM (doses to about 57.4 µM), without a hit: at the top dose activity, negative = inhibition, most hits filed as inhibitors; also: % is scaled to controls: 0 for no effect and ±100 for the full control effect; nearly all actives have a fitted effect of over 55% in size
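Aggregation was driven by heparin (20 uM final) acting on recombinant tau […] bearing P301L in 100 mM sodium acetate pH 7; fibrils were detected with Thioflavin T.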
GAA spleen mod: lysosomal alpha-glucosidase (human) modulation; 240,000 tested, 0.006% active; AID 2112; Potency, µM (doses to about 79.9 µM), without a hit: at the highest dose activity change, negative = inhibition, actives largely listed as inhibitors; P10253; human spleen homogenate, 4-MU-alpha-glucoside fluorescence;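 also: 0% = enzyme with vehicle and -100% = no enzyme basal signal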
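Compounds were titrated against alpha-glucosidase in spleen homogenate at pH 5.0, with 1 mM 4-methylumbelliferyl substrate for 40 min at 37 C. Reactions were quenched with pH 10 NaOH/glycine and fluorescence measured.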
aGal spleen mod: alpha-galactosidase A (human) modulation | P06280 | Potency, µM (titrated, usually from 80 µM), inactives show top-dose activity change, negative = inhibition, most hits filed as inhibitors | human spleen homogenate, 4MU-alpha-Gal fluorescence, 40 min | AID 2107 | 240,000 tested, 0.008% active;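 also: 0% = enzyme with vehicle and -100% = no enzyme basal signal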
Target sequence (P06280 32-429 limits assumed): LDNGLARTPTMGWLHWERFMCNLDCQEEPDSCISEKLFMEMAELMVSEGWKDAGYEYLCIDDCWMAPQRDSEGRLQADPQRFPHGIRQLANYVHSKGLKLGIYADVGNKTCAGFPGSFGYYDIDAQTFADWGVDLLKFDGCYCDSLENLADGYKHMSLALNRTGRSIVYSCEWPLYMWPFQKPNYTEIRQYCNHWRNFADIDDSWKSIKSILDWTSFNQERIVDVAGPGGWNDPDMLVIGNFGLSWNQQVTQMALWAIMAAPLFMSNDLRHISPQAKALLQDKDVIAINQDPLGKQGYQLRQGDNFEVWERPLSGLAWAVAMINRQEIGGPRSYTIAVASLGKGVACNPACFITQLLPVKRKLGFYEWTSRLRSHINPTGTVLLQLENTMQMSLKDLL
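Inhibition or activation of alpha-galactosidase in human spleen homogenate is scored by 4-MU fluorescence after 40 min at 37C, pH 5.0, with 1 mM substrate. AC50s come from concentration-response fitted to the Hill equation.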
HTT ATP protect: Huntington cell model cytoprotection by ATP luminescence; AID 1471; Potency, µM (series often up to 56.4 µM), inactives show cytoprotection (ATP increase), actives largely listed as activators; 230,000 tested, 0.14% active; PC12 HTT-Q103 induced, cytoprotection, ATP luminescence, 40 h;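 also: % of control where 0% means no effect; nearly all actives have a fitted effect of over 45% in size; toxic huntingtin expression switched on by the ecdysone agonist tebufenozide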
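Stable PC12 Q103-GFP cells in serum-supplemented, phenol red-free DMEM; induction by tebufenozide at 100 nM final; compound dose series; cell viability quantified luminescently from ATP.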
* marks the source's active call; other numbers are inactive results; u = inconclusive; x = no result given; & = joins results of further samples; [ ] = dose if it differs, or a comment. Calls follow the shape of the dose curve; as a rule, active = well fitted curve in the direction sought with a large enough effect; inconclusive = small, poorly fitted or top-dose-only effect, or another doubt; inactive = no such curve, though single readings can be large; an effect the other way counts as inactive or inconclusive. Potency is read from the fitted curve at half-maximal effect.

SMILES	GAA glycogen	Tau FP inhib	Tau fluor counter	GAA inhib	Tau fibril ThT	GAA spleen mod	aGal spleen mod	HTT ATP protect
CCOC(=O)C(CO)(NC(C)=O)C(=O)OCC	18%	0%	11%	-4%	5%	-4%	5%	-20%
Cc1ccc(-n2[nH]c(C)c(C=Nc3ccc(S(=O)(=O)Nc4nccs4)cc3)c2=O)c(C)c1	-19%	3%	6%	6%	7%	0%	-19%	x
C=CCOC(=O)C1=C[C@@H](C2CCCCC2)C[C@@H](OCc2ccc(CO)cc2)O1	-1%	3%	-11%	x	u	-5%	-7%	10%[10 µM]
CCOC(=O)c1cnn(-c2ccc(C(F)(F)F)cn2)c1N	1%	6%	-8%	0%	u	-1%	0%	6%
CCC(C)[C@H](NC(=O)NCc1cccs1)C(=O)O (some centres not stated)	4%	3%	4%	-10%	-4%	4%	10%	-3%
CSc1ncc(Cl)c(C(=O)Nc2ccc(S(=O)(=O)N3CCC(C)CC3)cc2)n1	4%[76.3 µM]	u	-23%	x	9%	x	x	x
Cc1ccc(N(CC(=O)NC(C)(C)C)C(=O)CNC(=O)c2cccs2)c(C)c1	3%	0%	5%	10%	3%	0%	-2%	-9%[10 µM]
O=C1/C(=C/c2cccnc2)SC(=S)N1c1ccccc1	18%	-9%	-7%	-9%	-15%	2%	0%	0%[10 µM]
COc1ccc(OCC(=O)Nn2c(-c3ccc(OC)cc3)nc3ccccc3c2=O)cc1	-2%	-3%	6%	u	5%	5%	-1%	16%[10 µM]
CCN(CC)c1nc(-c2ccccn2)nc(-c2ccccc2)c1C#N	13%	6%	-9%	-5%	-17%	x	5%	-124%[inhibitor]
CCC(=O)Nc1ccc(C(=O)Cn2nc(C(=O)O)c3ccccc3c2=O)cc1	3%	11%	-8%	2%	-14%	-3%	-1%	7%
CN(C)Cc1c(O)ccc2c3c(c(=O)oc12)CCCCC3	1%	0%	-14%	u	-8%	u	u	-3%
O=C(Cn1cnc2ccccc2c1=O)N1CCN(Cc2ccccc2)CC1	-12%	2%	3%	3%	7%	0%	4%	-4%
CCC(c1nnnn1CCOC)N1CCN(C(=O)c2ccco2)CC1 (configuration not stated)	2%	-3%	7%	-1%	-1%	-7%	-4%	-4%
CCOC(=O)C1(CC2CCCCO2)CCN(Cc2nc3ccccc3[nH]2)CC1 (configuration not stated)	12%	1%	-5%	2%	-9%	0%	2%	-8%
Cc1ccc(OCCn2c3ccccc3n3nc(C)c(=O)nc23)cc1	7%	0%	-7%	3%	-7%	3%	3%	-47%[inhibitor]
O=C(Nc1cccc(-c2nc3ncccc3o2)c1)c1ccc(-c2cccc(Cl)c2Cl)o1	1%[76.3 µM]	-15%	u	x	u	x	x	x
COC(=O)c1ccccc1S(=O)(=O)N1CCc2nc(COc3ccccc3)c3c(c2C1)CO[C@@H](C)C3	x	-18%[11.6 µM]	-9%[11.6 µM]	x	-21%[11.5 µM]	-1%[17.4 µM]	-4%[17.5 µM]	-12%[10 µM]
COc1cc(C(=O)N2CCN(C(=O)Cc3ccccc3)CC2)cc(OC)c1OC	-9%	-3%	-3%	-9%	1%	-6%	-18%	4%
COc1cc(OC)c(NC(=O)c2nc(-c3ccncc3)no2)cc1Cl	14%[76.3 µM]	7%	9%	x	15%	x	x	x
COc1ccc(/C=C2\Oc3cc(OC(=O)N4CCOCC4)ccc3C2=O)c(OC)c1	3%	1%	-10%	-10%[15.4 µM]	-5%	1%	-4%	24%[10 µM]
CCOc1ccc(CCNC(=O)Cn2ncc3c([nH]c4ccccc43)c2=O)cc1OCC	-4%[76.3 µM]	-8%	-1%	x	5%	x	x	x
Cc1cc(N2CCN(c3cc(Cl)ccc3C)CC2)n2nc(-c3ccccc3)nc2n1	-6%[76.3 µM]	-13%	-2%	x	u	x	x	x
COC(=O)c1ccc(C(NC(=O)OCc2ccccc2)/C(C)=C/[C@@H](C)C(=O)N2CCN(C)CC2)cc1 (some centres not stated)	x	6%	-7%	x	-5%	-12%	-7%	10%
Cc1ccc(SCc2nc(-c3ccncc3)no2)cc1	2%	4%	-5%	2%	-6%	-1%	-6%	2%
CCn1nnnc1NCc1ccc(OCc2ccc(F)cc2Cl)c(OC)c1	-8%	-4%	-17%	u	-1%	9%	9%	x
O=C(CSc1nnc(NC(=O)c2c(F)cccc2F)s1)Nc1ccc(F)cc1	-8%	-8%	-3%	11%	-4%	5%	5%	u
Nc1nnc(CC(=O)N/N=C/c2ccc(-c3ccc(F)cc3)o2)s1	1%	4%[0.0958 µM]	9%[0.0958 µM]	x	x	-5%	1%	-15%[10 µM]
COc1ccc(C(=O)Nc2ccc(OC)c([N+](=O)[O-])c2)cc1Br	1%	u	-26%	6%	u	-14%	-8%	-44%[inhibitor][1.9 µM]
CN(C(=O)COC(=O)c1ccc2c(c1)NC(=O)CS2)C1CCS(=O)(=O)C1 (configuration not stated)	8%	-1%	6%	8%	2%	-28%	10%	-77%[inhibitor]
OC(CNCc1ccc(Cl)c(Cl)c1)c1ccccc1 (configuration not stated)	15%	-9%	-14%	-9%	-8%	-3%	-10%	2%[10 µM]
COc1cccc(Cn2c(Oc3cc(C)cc(C)c3)nc3c2c(=O)n(C)c(=O)n3C)c1	-9%[76.3 µM]	-6%	-13%	x	-21%	x	x	x
CC1(C)Cc2ccccc2C(/C(=N/O)C(N)=O)=N1	7%	-1%	-2%	7%	-10%	1%	9%	-18%
CN(C)S(=O)(=O)c1ccc(N2CCCC2)c(C(=O)NCc2cccc(C(F)(F)F)c2)c1	-5%	-1%	-11%	0%	-7%	-4%	0%	-9%
CC(=O)C1=C(N2CCCCC2)CCC1=O	-2%	5%	2%	3%	-7%	-10%	-6%	-1%[10 µM]
CC1CCN(C(=O)CSc2ccc(-c3cccc([N+](=O)[O-])c3)nn2)CC1	4%	6%	-22%	-8%	-13%	0%	-5%	-21%
CCc1ccc(CNC(=O)c2nn(-c3ccc(OC)c(Cl)c3)c(=O)c3c2c2ccccc2n3C)cc1	-3%[76.3 µM]	-10%	-8%	x	5%	x	x	x
Cc1c(NC(=O)CSc2ccc(Cl)cc2)cccc1-c1nc2cc(Cl)ccc2o1	9%	u	-23%	2%	-5%	-6%	-1%	x
CCCCc1nnc(NC(=O)CC(=O)Nc2ccccc2C(=O)O)s1	5%	7%	-2%	-1%	-2%	-2%	0%	8%
Cc1cccc(NC(=O)CSc2nc(C)c(Cc3ccccc3)c(=O)[nH]2)c1	5%	-3%&0%	-22%&-20%	-4%	-19%&-16%	-2%	-5%	0%
Cc1cc(=O)n2c3c(cccc13)CCC2	9%	5%	5%	5%	3%	1%	2%	-16%
CCN1CCCCC(=N/O)/C(=N/O)CCCC1	-5%	4%	-5%	x	-8%	-4%	9%	14%&-14%[10 µM]
CC(=O)OC[C@@H]1O[C@@H](O/N=C2/C[C@@H](O)[C@@H](O)[C@@H]3[C@@H]4C(=O)N(C5CCCCC5)C(=O)[C@H]4CC[C@H]23)[C@H](OC(C)=O)[C@H](OC(C)=O)[C@@H]1OC(C)=O	x	5%[11.6 µM]	-4%[11.6 µM]	x	-3%[11.5 µM]	0%[17.4 µM]	-7%[17.5 µM]	-9%[10 µM]
O=c1c(Cc2ccc(F)cc2)c(O)ccn1CC1CCCO1 (configuration not stated)	-12%	2%	2%	u	3%	-17%	7%	x
O=C1NCCCc2c1no[n+]2[O-]	-9%	2%	-5%	-3%	-13%	-15%	-7%	22%[10 µM]
Oc1ccc(-c2nc3ccc(Cl)cn3c2Nc2ccc(Cl)cc2)cc1	u	u	u	x	9%	x	x	x
Cc1cc2nc(-c3ccccn3)c(-c3ccccn3)nc2cc1C	-22%	3%	4%	x	4%	-5%	-2%	-23%[10 µM]
CCNc1ccc(P(=O)(c2ccccc2)c2ccccc2)cc1	4%	13%	1%	-1%	-4%	-1%	4%	-17%
CC(C)C1OC2c3cccc4cccc(c34)C2N1c1ccccc1 (configuration not stated)	-24%	10%	-2%	-10%	u	4%	6%	9%[10 µM]
CCOC(=O)c1cc2c(ccn2C)n1CC(=O)N(Cc1ccccc1)c1ccc(F)cc1	-1%	-1%	-29%	0%	u	-6%	2%	-13%[10 µM]
Nc1nc(-c2ccc(Br)cc2)cc(C(F)(F)F)n1	0%	-2%	-5%	0%	-9%	-10%	-19%	13%
CCn1c(O)c(/C=C/C=C/C=Nc2ccccc2)sc1=S	-5%	-3%	0%	u	u	9%	3%	x
COc1ccccc1N1CCN(S(=O)(=O)c2c(C)sc3ncn(CC(=O)NCCN(C)C)c(=O)c23)CC1	-3%&-11%[76.3 µM]	-8%	-11%	x	-4%	x	x	x
COc1ccccc1/C=C/C=N\N1CCN(Cc2ccccc2Cl)CC1	-9%	6%	u	-6%	u	-7%	-4%	-9%[10 µM]
CCCCS(=O)(=O)c1oc(-c2cccs2)nc1S(=O)(=O)c1ccccc1	-11%[76.3 µM]	-7%	-11%	x	6%	x	x	x
CCOc1ccc(S(=O)(=O)Nc2ccc3c(c2)OCO3)c2cccnc12	2%	-7%	-20%	-2%	-15%	-16%	u	-12%
O=C(O)c1oc2ccccc2c1CSc1ccccn1	6%	-3%	2%	-2%	-2%	-6%	-5%	-3%
CCOC(=O)c1ccc(NC(=O)CC2Nc3cc(C)c(C)cc3NC2=O)cc1 (configuration not stated)	3%[76.3 µM]	9%	14µM*[quencher]	x	u	x	x	x

Compound profiles (already shown). Order of values: GAA glycogen, Tau FP inhib, Tau fluor counter, GAA inhib, Tau fibril ThT, GAA spleen mod, aGal spleen mod, HTT ATP protect
`Cc1cc2nc(-c3ccccn3)c(-c3ccccn3)nc2cc1C` in the list: -22%, 3%, 4%, x, 4%, -5%, -2%, -23%[10 µM]
`O=C(O)c1oc2ccccc2c1CSc1ccccn1` in the list: 6%, -3%, 2%, -2%, -2%, -6%, -5%, -3%
`CCOc1ccc(S(=O)(=O)Nc2ccc3c(c2)OCO3)c2cccnc12` in the list: 2%, -7%, -20%, -2%, -15%, -16%, u, -12%
